High-throughput results from PubChem BioAssay.
DUSP3 inh: VHR1 phosphatase inhibitors, primary screen, biochemical, absorbance, uHTS; Dual specificity protein phosphatase 3 (Homo sapiens), P51452; 290,000 tested, 0.52% active; inhibition, % at 13.3 µM; recombinant VHR phosphatase, pNPP absorbance; in the data active = inhibition above about 50%; note: some compounds called inactive have numbers as strong as hits
Target sequence (P51452 whole entry, looked up): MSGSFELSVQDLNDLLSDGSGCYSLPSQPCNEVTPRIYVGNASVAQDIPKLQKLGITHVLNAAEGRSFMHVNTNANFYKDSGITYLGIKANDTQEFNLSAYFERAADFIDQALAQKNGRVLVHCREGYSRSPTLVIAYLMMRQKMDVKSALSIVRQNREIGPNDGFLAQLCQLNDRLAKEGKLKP
MazEF act: activators of E. coli MazEF toxin-antitoxin RNase, primary screen, biochemical, fluorescence, uHTS; 350,000 tested, 0.32% active; Endoribonuclease toxin MazF (Escherichia coli (strain K12)), P0AE70; AID 504720, 2011; FAM/BHQ RNA-DNA oligo cleavage fluorescence, 5 h; activation, % at 20 µM; in the data active = activation above about 50%
PfHsp40 rescue: rescue of yeast from PfHsp40 toxicity, primary screen, S. cerevisiae, ATP luminescence; growth rescue, % at 12.5 µM; 340,000 tested, 0.68% active; S. cerevisiae expressing PfHsp40, growth rescue; in the data active = growth rescue above about 28%, passing the limit was not always enough;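 note: yeast W303a lacking pdr1 and pdr3 grown in galactose medium; growth measured after three days at 30 °C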
Anthrax LF inh2: Bacillus anthracis LF protease inhibitors, primary screen, biochemical, multiplex microsphere, MLPCN library; multiplex microsphere protease cleavage assay; inhibition, % at 10 µM; 360,000 tested, 0.12% active; AID 588501, 2011; in the data active = inhibition above about 30%; note: plate controls were buffer without enzyme for full effect and enzyme alone for no effect
Target sequence (P15917 whole entry, looked up): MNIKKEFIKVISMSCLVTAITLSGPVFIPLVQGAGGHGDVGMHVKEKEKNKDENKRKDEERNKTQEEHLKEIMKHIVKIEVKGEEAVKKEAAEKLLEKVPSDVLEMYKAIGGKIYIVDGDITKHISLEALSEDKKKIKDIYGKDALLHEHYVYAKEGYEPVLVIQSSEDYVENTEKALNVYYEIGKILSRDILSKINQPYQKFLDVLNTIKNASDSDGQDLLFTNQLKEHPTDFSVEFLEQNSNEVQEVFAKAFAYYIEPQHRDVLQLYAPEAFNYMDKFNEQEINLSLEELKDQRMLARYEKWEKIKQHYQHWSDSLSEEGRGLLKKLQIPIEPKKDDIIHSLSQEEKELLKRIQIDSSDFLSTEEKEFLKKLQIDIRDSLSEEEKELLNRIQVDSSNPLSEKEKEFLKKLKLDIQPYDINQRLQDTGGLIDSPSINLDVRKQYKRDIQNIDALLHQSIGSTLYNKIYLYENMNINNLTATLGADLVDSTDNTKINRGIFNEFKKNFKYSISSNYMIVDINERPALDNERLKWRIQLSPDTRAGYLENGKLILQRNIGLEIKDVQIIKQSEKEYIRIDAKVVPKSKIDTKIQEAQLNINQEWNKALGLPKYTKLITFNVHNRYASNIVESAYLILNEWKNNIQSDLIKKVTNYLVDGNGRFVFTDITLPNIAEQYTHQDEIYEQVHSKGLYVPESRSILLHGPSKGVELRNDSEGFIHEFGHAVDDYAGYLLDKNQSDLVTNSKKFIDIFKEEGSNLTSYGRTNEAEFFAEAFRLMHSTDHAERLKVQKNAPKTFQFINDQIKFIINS
PriA SSB inh: inhibitors of Klebsiella pneumoniae PriA binding to SSB C-terminal tail, primary screen, biochemical, AlphaScreen; PriA–SSB C-terminal tail interaction (Klebsiella pneumoniae); AlphaScreen SSBct-PriA binding, biotinylated peptide; inhibition, % at 33 µM; 430,000 tested, 0.6% active; AID 1272365, 2023; in the data active = inhibition mostly above about 37%, no sharp cut-off; inactive = mostly below about 20%;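 note: plate controls were negative control peptide for no effect and reference peptide for full effect; strong numbers were not always called active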
TcdB inh: TcdB glycohydrolase inhibitors, primary screen, biochemical, single point, plate reader; TcdB glycohydrolase enzymatic assay; Toxin B (Clostridioides difficile), P18177; AID 652162, 2013; inhibition, % at 9.99 µM; 350,000 tested, 0.24% active; in the data active = inhibition above about 10%
Y pestis TopoI: Yersinia pestis topoisomerase I inhibitors, primary screen, biochemical, cleavage product accumulation, plate reader, single point | 360,000 tested, 0.064% active | DNA topoisomerase I (Yersinia pestis CO92) | Y. pestis Topo-I cleavage product accumulation | activity, % at 10 µM; in the data active = activity above about 50%, passing the limit was not always enough; note: inactives centre near 2
3CLpro inhibitor: SARS-CoV 3CLpro protease inhibitors, primary screen, biochemical, quenched FRET | Replicase polyprotein 1ab (Severe acute respiratory syndrome coronavirus), P0C6X7 | recombinant SARS-CoV 3CLpro, quenched FRET peptide cleavage | inhibition, % at 6 µM | 290,000 tested, 0.14% active | AID 1706, 2009; in the data active = inhibition above about 12%
Rv3671c protease: Rv3671c serine protease inhibitors, primary screen, biochemical, fluorescence polarization, M. tuberculosis H37Rv. P9WHR9. inhibition, % at 5.96 µM. 320,000 tested, 0.048% active; in the data active = inhibition above about 38%;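 note: extracellular domain of Rv3671c used as enzyme; 0% = enzyme with DMSO and 100% = no enzyme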
Vc quorum ag: inducers of Vibrio cholerae quorum light production without autoinducers, primary screen, BH1578 luxS cqsA deficient, single point; V. cholerae BH1578 lux reporter, luminescence, 6 h; activation, % at 18.7 µM; 350,000 tested, 0.16% active; AID 588436, 2011; in the data active = activation mostly above about 9.7%, no sharp cut-off; note: not every result past the cut was called active; inactives centre near 0; reference of the scale not given here
An asterisk follows results filed as active; i = inactive; . = no result given.

SMILES	DUSP3 inh	MazEF act	PfHsp40 rescue	Anthrax LF inh2	PriA SSB inh	TcdB inh	Y pestis TopoI	3CLpro inhibitor	Rv3671c protease	Vc quorum ag
Nn1c(SC/C=C/c2ccccc2)nnc1-c1ccncc1	14	-3	0.3	1	-8	.	-1	1	-15	-0.3
COCc1cc(=O)[nH]c(Nc2nc3ccc(C)cc3o2)n1	-12	4	1.3	-2	-2	.	7	2	-10	12
CCOc1ccc(CCNC(=O)COC(=O)c2ccc[nH]c2=O)cc1OCC	.	5	-2.6	3	10	-0.7	-11	.	-2	-0.2
NNC(=O)c1cccc(COCC(F)(F)C(F)F)c1	5	4	0.8	-2	-5	-1.4	-9	-1	-7	-0.7
NC(=O)c1ccccc1Nc1nc(NCCO)nc(N2CCCC2)n1	.	0	-0.7	-6	-6	-0.5	9	.	3	i
NNC(=O)CN1CCN(c2ncc(C(F)(F)F)cc2Cl)CC1	17	5	0.1	-1	-7	-0.9	6	2	3	0.1
COCC(=O)Nc1ccccc1C#N	6	3	0.9	-3	-5	.	5	-1	11	i
CC1=Nc2ccccc2N=C(NC(=O)c2ccccc2)C1c1ccc(Cl)cc1 (stereo not drawn)	-5	-5	0.0	-10	-8	0.6	-18	6	0	-0.1
COc1ccccc1Sc1nc(-c2ccccn2)ncc1OC	19	1	1.1	-1	23	4.7	14	-1	3	-0.1
O=C(Nc1ccc(F)c(F)c1)c1cc(S(=O)(=O)N2CCN(c3ccccn3)CC2)ccc1F	4	2	8.9	-5	-1	0.8	14	0	-34	i
CCN(CC)C(=O)CSc1nnc([C@@H](N)Cc2ccccc2)o1	6	4	0.2	-4	-1	.	4	.	0	i
CC(=O)N1N=C(c2c(O)n(C)c(=O)n(C)c2=O)CC1c1ccccc1 (stereo not drawn)	-3	2	-0.2	-1	-13	-3.0	1	10	-4	-0.6
CN1CCN(C2Cc3ccccc3Sc3cc(C(F)(F)F)ccc32)CC1 (stereo not drawn)	.	24	.	.	1	3.6	.	.	0	.
O=C(COC(=O)CCNS(=O)(=O)c1cccs1)Nc1cc(C(F)(F)F)ccc1Cl	.	1	0.4	-10	-3	1.0	15	.	-3	-2.5
CCCCCCCCCCCC(=O)c1c(O)cccc1O	6	-14	165*	-3	-7	-11	-5	2	-8	-0.4
CS(=O)(=O)c1ccc(C(=O)OCC(=O)N2CCN(CCC3CCCCC3)CC2)cc1[N+](=O)[O-]	.	.	.	-4	.	1.1	29	.	.	-0.4
COc1ccc2cc(-c3[nH]ncc3CNCCn3nc(C)cc3C)ccc2c1	13	8	0.8	-1	5	-2.1	-8	-5	-6	-1.1
O=C(O)c1ccc2c(c1)OCCOCCOCCOCCOCCO2	27	4	-1.0	6	-15	0.7	0	-1	2	i
Cc1ccc2c(c1)NC(=O)[C@@]1(C)[C@@H](c3ccccc3)[C@H]3COc4ccccc4[C@@H]3N1C2=O	.	-4	9.2	1	11	2.8	18	.	-20	i
O=C(Nc1cccnc1)c1ccc2c(c1)C(=O)N(Cc1cccnc1)C2=O	7	3	-1.1	-1	2	.	-11	-1	2	i
CC(OC(=O)Cc1c(F)cccc1Cl)C(=O)NC1(C#N)CCCCC1 (stereo not drawn)	.	-7	0.0	0	-10	4.3	6	.	5	1.8
CCN(CC)CCN(C)c1ccc(N2C(=O)C3CC=CCC3C2=O)cc1[N+](=O)[O-] (stereo not drawn)	21	14	-2.1	-7	-7	0.7	-4	4	7	i
Cc1ccccc1-n1cc(CNCc2c(C(=O)N(C)C)nc3ccc(Cl)cn23)cn1	16	-4	0.1	2	1	1.0	4	1	3	-0.3
CCOc1ccc(CN2CCCC(C(=O)c3ccccc3OC)C2)cc1 (stereo not drawn)	34	4	-0.8	4	-3	1.9	0	1	0	-1.7
CC1(C(=O)Nc2ccc(Cl)c(C(F)(F)F)c2)Cc2c(-c3ccc(C(N)=O)cc3)ccnc2O1 (stereo not drawn)	.	.	.	0	.	-1.1	7	.	.	-5.3

Structures above containing fluorine:
SMILES	DUSP3 inh	MazEF act	PfHsp40 rescue	Anthrax LF inh2	PriA SSB inh	TcdB inh	Y pestis TopoI	3CLpro inhibitor	Rv3671c protease	Vc quorum ag
NNC(=O)c1cccc(COCC(F)(F)C(F)F)c1	5	4	0.8	-2	-5	-1.4	-9	-1	-7	-0.7
NNC(=O)CN1CCN(c2ncc(C(F)(F)F)cc2Cl)CC1	17	5	0.1	-1	-7	-0.9	6	2	3	0.1
O=C(Nc1ccc(F)c(F)c1)c1cc(S(=O)(=O)N2CCN(c3ccccn3)CC2)ccc1F	4	2	8.9	-5	-1	0.8	14	0	-34	i
CN1CCN(C2Cc3ccccc3Sc3cc(C(F)(F)F)ccc32)CC1 (stereo not drawn)	.	24	.	.	1	3.6	.	.	0	.
O=C(COC(=O)CCNS(=O)(=O)c1cccs1)Nc1cc(C(F)(F)F)ccc1Cl	.	1	0.4	-10	-3	1.0	15	.	-3	-2.5
CC(OC(=O)Cc1c(F)cccc1Cl)C(=O)NC1(C#N)CCCCC1 (stereo not drawn)	.	-7	0.0	0	-10	4.3	6	.	5	1.8
CC1(C(=O)Nc2ccc(Cl)c(C(F)(F)F)c2)Cc2c(-c3ccc(C(N)=O)cc3)ccnc2O1 (stereo not drawn)	.	.	.	0	.	-1.1	7	.	.	-5.3

Next records.
SMILES	DUSP3 inh	MazEF act	PfHsp40 rescue	Anthrax LF inh2	PriA SSB inh	TcdB inh	Y pestis TopoI	3CLpro inhibitor	Rv3671c protease	Vc quorum ag
O=C(NCc1cccnc1)C(=O)NC1CCCCC1	10	-7	-0.5	0	-3	0.8	-1	2	0	3.0
COCCN(C(=S)Nc1ccc(OC)c(Cl)c1)C1CCN(C(C)=O)CC1	.	-1	.	-5	.	0.5	-2	.	.	-0.1
Cc1c(C(=O)O)oc2c1C(O)CCC2 (stereo not drawn)	30	0	-0.2	-11	-6	.	6	-1	-3	-0.3
Cc1ccc(C2CC(C(F)(F)F)n3nc(C(=O)NCc4ccco4)cc3N2)cc1 (stereo not drawn)	14	-5	0.9	-2	-1	.	-2	4	-9	-1.7
O=C(N/N=C/c1sc(N2CCOCC2)nc1-c1ccccc1)c1ccccc1Cl	21	7	2.6	2	.	0.5	2	0	5	-0.2
O=C(COc1ccc(Cl)cc1Cl)Nc1ccccn1	0	7	-4.3	-3	-10	0.5	0	-4	-12	-3.7
CCc1ccc(C)[n+](CC(=O)c2cccs2)c1	-2	-23	-0.5	2	11	1.3	-4	-3	-5	i
CCC1CCCCN1S(=O)(=O)c1ccc(NC(=O)C2CCCO2)cc1 (stereo not drawn)	5	5	-0.4	-1	-7	0.2	8	6	0	-0.1
O=C(Nc1nnc(CCN2CCCCC2)s1)c1ccccc1	-5	1	-0.9	-5	11	-0.5	2	0	5	-0.2
O=C1CCCC(O)=C1C=Nc1ccc(O)cc1	30	-3	-0.3	-3	-5	.	-3	-6	-1	i
Cc1cc(C)cc(COc2ccc3c(C)c(CC(=O)O)c(=O)oc3c2C)c1	10	4	-0.8	6	-1	-0.3	5	8	2	-6.7
C=CCn1c(SCc2nc3sc(C(=O)O)c(C)c3c(=O)[nH]2)nnc1-c1ccccc1	22	5	-0.3	-2	-8	.	3	-4	-3	0.4
CC1(CC(=O)N/N=C/c2ccc(-c3ccc(C(=O)O)cc3)o2)OCCO1	28	0	2.4	-1	.	0.3	0	0	7	-0.5
CCCOc1ccc(/C=C2\SC(N)=NC2=O)cc1OC	17	-12	-0.2	7	.	0.3	5	-2	-9	i
COc1ccc(NC(=O)c2ccc(NC(=O)C(C)C)cc2)c([N+](=O)[O-])c1	-10	22	-1.6	0	-3	6.3	-8	-1	-7	i
Cc1noc(C)c1C(=O)NCCc1ccc(S(N)(=O)=O)cc1	15	0	-1.8	-5	0	0.7	10	4	1	i
CN(CCn1ccnc1)Cc1cn(Cc2ccccc2)nc1-c1ccc2c(c1)OCO2	35	3	-0.2	-3	10	1.4	14	2	8	i
CC(C)NC(=O)C(c1ccc(F)cc1)N(C(=O)CCC(=O)Nc1ccccn1)C1CCCC1 (stereo not drawn)	44	6	-0.2	-8	-12	0.0	6	-5	0	i
O=C1C=C(c2cccc(O)c2)C[C@@H](c2ccc(F)cc2)C1	.	-2	3.6	-9	-2	0.3	-5	.	-2	-0.4
CCOCCn1c(-c2ccccc2)nc2ccccc21	17	-2	.	-16	8	1.9	3	-2	-6	-0.1
CCCCCCNCc1ccc(Br)cc1	5	10	1.9	-3	-5	1.7	11	-2	4	-0.5
O=C(NC1CCSc2ccccc21)c1ccccc1Cl (stereo not drawn)	16	1	1.6	4	-17	1.5	-2	3	-16	i
COC(=O)c1sccc1NC(=O)c1ccc(C#N)cc1	5	-12	-0.1	8	1	.	1	4	-7	-1.4
CN(Cc1cccc(F)c1)C(=O)CNS(=O)(=O)c1ccc2ccccc2c1	8	1	-1.3	5	-2	1.2	31	-1	1	i
CN(Cc1ccccc1)c1ccc(N2C(=O)CCCC2=O)cc1[N+](=O)[O-]	-2	2	-1.6	-2	-3	.	-7	2	1	i

Reprinted at random: two entries already listed.
SMILES	DUSP3 inh	MazEF act	PfHsp40 rescue	Anthrax LF inh2	PriA SSB inh	TcdB inh	Y pestis TopoI	3CLpro inhibitor	Rv3671c protease	Vc quorum ag
O=C(N/N=C/c1sc(N2CCOCC2)nc1-c1ccccc1)c1ccccc1Cl	21	7	2.6	2	.	0.5	2	0	5	-0.2
CCOCCn1c(-c2ccccc2)nc2ccccc21	17	-2	.	-16	8	1.9	3	-2	-6	-0.1

New compounds follow.
SMILES	DUSP3 inh	MazEF act	PfHsp40 rescue	Anthrax LF inh2	PriA SSB inh	TcdB inh	Y pestis TopoI	3CLpro inhibitor	Rv3671c protease	Vc quorum ag
COc1ccccc1OCCn1c(=O)oc2ccc(C)cc21	3	-10	-0.6	-2	-9	1.3	2	1	8	-0.2
Cc1ccccc1S(=O)(=O)NC(=O)C1(C)CCN1C(=O)COc1ccc(Cl)cc1 (stereo not drawn)	.	.	.	-5	.	-0.3	3	.	.	-0.1
CC(O)CNc1ccc([N+](=O)[O-])c2cccnc12 (stereo not drawn)	4	6	-1.1	-2	4	.	-4	-3	-8	0.6
C[C@H]1CC[C@]2(O[C@@H](CCO)C[C@@H](O)[C@@H]2O)O1	.	-4	-1.0	-10	-1	0.7	-2	.	0	-0.7
COc1ccc(-c2nc(N)ncc2-c2csc(C)n2)c(O)c1OC	28	3	-0.1	-1	1	1.0	0	1	11	i
CC(C)NC(=O)C(OC(=O)c1ccccc1)C(OC(=O)c1ccccc1)C(=O)O (stereo not drawn)	23	4	0.6	-10	-18	.	6	-6	-3	0.4
CC(=O)Nc1ccc(S(=O)(=O)N(CC(=O)NC2CC2)Cc2ccccc2)cc1	.	-2	-0.1	-2	-13	0.6	1	.	-5	i

The list is partial, so the mix of outcomes need not match the whole.
